AHR activator: human AHR activation. AHR-responsive luciferase reporter cells, luminescence. 320,000 compounds, 2.5% hits. P35869. AID 2796. activation, % at 5 µM; in the data active means activation above about 47%;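 further: 0% = vehicle wells and 100% = reference agonist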
RPL19A TOR yeast: alters RPL19A-GFP fluorescence in TOR pathway yeast screen | 330,000 compounds, 0.3% hits | percent response vs DMSO, % at 10 µM | S. cerevisiae RPL19A-GFP strain, flow cytometry, 3 h; hits give low values | AID 2025;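 active means percent response vs DMSO below 50%; inconclusive means fewer than 70 events counted for the yeast strain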;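 further: median channel GFP fluorescence of the barcoded RPL19A-GFP strain; ratio of sample median GFP to plate DMSO average so 100% = DMSO; lower means less RPL19A-GFP as with rapamycin TOR inhibition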
MEP2 TOR yeast: yeast TOR pathway MEP2-GFP modulation. S. cerevisiae MEP2-GFP strain, flow cytometry GFP, 3 h; 100% = DMSO control level. 330,000 compounds, 0.51% hits. GFP response vs DMSO, % at 10 µM. AID 2016;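 active means GFP response versus DMSO above a set limit, roughly screen mean plus 3 SD, cut at about 180% in these data; inconclusive means fewer than 70 cells counted for a yeast strain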;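 further: median GFP fluorescence of the barcode-gated MEP2-GFP cells per well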
LAP4-GFP MLPCN: alters LAP4-GFP fluorescence in TOR pathway yeast screen; S. cerevisiae LAP4-GFP multiplex, flow cytometry GFP, 3 h; median GFP as percent of DMSO wells; GFP response vs DMSO, % at 10 µM; 320,000 compounds, 0.34% hits;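 active means GFP response vs DMSO above a set limit, about the screen mean plus 3 SD, cut at about 150% in these data; inconclusive means under 70 cell events counted for the yeast strain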
ZTA DNA inh: blocks Epstein-Barr virus ZTA, an EBNA-1 counter-screen. P03206. ZTA-DNA binding, fluorescence polarization. inhibition, % at 11 µM. 320,000 compounds, 0.15% hits. AID 2234; in the data active means inhibition above about 33%
procasp7 counter: activates human procaspase-7, counter-screen for procaspase-3 activators; recombinant procaspase-7, Ac-DEVD-pNA absorbance 405 nm; D23A/D198A/D206A triple mutant, cannot self-cleave; scale: DMSO 0, 5 µM enzyme 100; AID 463210; 330,000 compounds, 0.093% hits; activation, % at 8.5 µM; P55210;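 active means percent activation above the screen-wide mean plus 3 SD, cut at about 25% in these data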
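Replicates: singlicate. Assay system: Procaspase-7 triple mutant (PC-7 D3A). Signal: 405 nm absorbance of p-nitroaniline. Times: 1 h preincubation, 2 h reaction. Buffer or medium: Zinc-free HEPES pH 7.4 with 300 mM NaCl, 0.01% Triton X-100. Also added: DEVD-pNA substrate. Benchmarks: DMSO wells as 0%, DMSO with 5 µM added PC-7 as 100%.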
proCasp3 act: activators of human procaspase-3. recombinant procaspase-3 D3A, Ac-DEVD-pNA absorbance 405 nm. activation, % at 8.5 µM. 330,000 compounds, 0.11% hits;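 active means activation above the mean of all tested compounds plus 3 SD, cut at about 21% in these data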;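 further: 0% = DMSO alone and 100% = DMSO wells spiked with extra 5 µM PC-3 D3A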
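Evaluation: percent activation relative to control range; Material: Procaspase-3 D3A mutant, all three cleavage aspartates alanine; Compound: single dose, 8.5 µM nominal compound, 0.8% DMSO; Replication: one well per compound; Signal: absorbance at 405 nm, 0 and 120 min; Schedule: 1 h preincubation plus 2 h reaction at 25 °C.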
EBNA-1 inh: blocks EBNA-1 binding to DNA; EBNA-1 DNA binding, fluorescence polarization; AID 1950; inhibition, % at 14.8 µM; 300,000 compounds, 0.34% hits; in the data active means inhibition above about 28%
The depositor's hits bear a star; u = inconclusive; x = not tested or not shown.

SMILES	AHR activator	RPL19A TOR yeast	MEP2 TOR yeast	LAP4-GFP MLPCN	ZTA DNA inh	procasp7 counter	proCasp3 act	EBNA-1 inh
CC(=O)Nc1ccc(NC(=O)C2CCN(c3ccc(C(F)(F)F)cn3)CC2)cc1	0	98	104	102	2	5	6	5
Cc1ccc2c(NC(=O)c3ccc(Br)o3)cccc2n1	17	101	107	97	-1	-13	-3	-17
O=C(C1CCCCC1)N1CCN(S(=O)(=O)c2ccc(Cl)cc2)CC1	0	111	105	97	-5	-8	14	3
COCCNC(=O)NC(=O)CN1CCN(C(c2ccccc2)c2ccccc2)CC1	0	102	106	84	-9	5	4	-4
CCCOc1ccc(N2CC(C(=O)Nc3ccccn3)CC2=O)cc1 (stereo unspecified)	11	95	93	101	20	1	-8	-9
CCOc1ccc2ccccc2c1C1NC(=O)NC(C)=C1C(=O)OCCOC (stereo unspecified)	0	102	107	99	-8	-6	4	-1
CC(C)c1ccc(-n2cccc2/C=C2/C(=N)N3C=CSC3=NC2=O)cc1	8	99	96	86	0	-69	-17	-4
Cc1cc(OCC(O)CN2CCN(C)CC2)ccc1C(C)C (stereo unspecified)	16	98	98	97	-2	9	11	7
COc1cc(CN2CCCC(CO)(Cc3ccccc3)C2)ccc1O (stereo unspecified)	3	106	109	81	1	-2	11	-1
Cc1nn(CC#N)c(=O)n1-c1ccc(Cl)cc1	0	100	107	101	-12	13	3	15
CCC(=O)Nc1nc2c(OC)ccc(OC)c2s1	68*	88	90	98	13	1	-7	7
Cc1nc2cc(NC(=O)Nc3ccccc3Cl)ccc2n1C	-7	99	105	102	-17	3	-6	0
O=C(OC(C(=O)NCc1ccc2c(c1)OCO2)c1ccncc1)c1ccc(Cl)nc1 (stereo unspecified)	2	100	99	109	-1	2	1	-3
O=C1N(c2ccccc2C(F)(F)F)OC1(Cc1ccccc1)c1ccccc1 (stereo unspecified)	-1	96	99	94	-13	-3	5	x
CC(Sc1ccc(Cl)cc1)C(=O)NCc1ccc2c(c1)OCO2 (stereo unspecified)	1	104	104	114	-13	1	2	2
CCOc1ccc(S(=O)(=O)N2CCCCC2)cc1NC(=O)CN1C(=O)NC(C)(c2ccccc2)C1=O (stereo unspecified)	3	99	100	105	-4	-3	15	-1
COC(=O)N1[C@H](C)C=C[C@]1(Cc1ccccc1)C(=O)NCCCNc1ncc(C(F)(F)F)cc1Cl	6	98	94	103	-6	-10	-1	1
O=C(/C=C/c1cccs1)c1cc(F)ccc1OC(=O)N1CCOCC1	-2	99	86	92	22	6	1	2
COc1cccc(CNC(=O)CSc2nc3c(oc4ccccc43)c(=O)n2CC2CCCO2)c1 (stereo unspecified)	2	95	96	98	-12	2	6	-3
COc1cc(-c2nc3n(n2)C(c2ccncc2)C(C(N)=O)=C(C)N3)cc(OC)c1OC (stereo unspecified)	1	96	99	107	5	-1	2	8
c1ccc2c(c1)OCCOCCOc1ccccc1OCCOCCO2	64*	100	99	96	-3	13	1	1
COc1ccc(NC(=S)Nc2cccc3cnccc23)cc1	27	104	109	110	-11	-13	-9	5
Cc1ccccc1CS(=O)(=O)c1ccc(C(=O)N2CCOCC2)cc1[N+](=O)[O-]	2	101	96	105	3	4	5	2
CC1CCN(C(=O)CSc2nnc(-c3cc4ccccc4cc3O)n2Cc2ccco2)CC1	3	105	98	97	-7	-11	-1	-1
Cc1nn(-c2ccccc2)c(Cl)c1C(=O)N1CCN(c2ncnc3c2cnn3-c2ccccc2)CC1	1	94	105	102	10	8	1	-12

Part of the list above in order of molecular weight, rising.
SMILES	AHR activator	RPL19A TOR yeast	MEP2 TOR yeast	LAP4-GFP MLPCN	ZTA DNA inh	procasp7 counter	proCasp3 act	EBNA-1 inh
Cc1nc2cc(NC(=O)Nc3ccccc3Cl)ccc2n1C	-7	99	105	102	-17	3	-6	0
Cc1ccc2c(NC(=O)c3ccc(Br)o3)cccc2n1	17	101	107	97	-1	-13	-3	-17
CC(C)c1ccc(-n2cccc2/C=C2/C(=N)N3C=CSC3=NC2=O)cc1	8	99	96	86	0	-69	-17	-4
COc1cccc(CNC(=O)CSc2nc3c(oc4ccccc43)c(=O)n2CC2CCCO2)c1 (stereo unspecified)	2	95	96	98	-12	2	6	-3
COC(=O)N1[C@H](C)C=C[C@]1(Cc1ccccc1)C(=O)NCCCNc1ncc(C(F)(F)F)cc1Cl	6	98	94	103	-6	-10	-1	1

(listing goes on)
SMILES	AHR activator	RPL19A TOR yeast	MEP2 TOR yeast	LAP4-GFP MLPCN	ZTA DNA inh	procasp7 counter	proCasp3 act	EBNA-1 inh
O=C1C(Cl)=C(N2CCC(C(=O)O)CC2)C(=O)c2ccccc21	13	100	101	123	1	-1	2	4
Cc1ccc(N(CC(=O)NCC2CCCO2)C(=O)CCC(=O)Nc2ccccn2)cc1 (stereo unspecified)	1	101	102	117	1	0	4	5
O=C(NC1(C(F)(F)F)NC(=O)N(CC2CCCCC2)C1=O)c1ccco1 (stereo unspecified)	0	103	112	111	4	5	9	2
COc1ccc(Cl)cc1C(=O)Nc1ccc(CN2CCCCC2)cc1	19	96	92	100	-4	2	4	-5
CSc1ccc(S(=O)(=O)Nc2ccccc2C(=O)N2CCOCC2)cc1	2	102	96	88	-10	3	-5	3
O=c1c(C(c2ccc(Cl)cc2)c2c(O)nc3n(c2=O)CCS3)c(O)nc2n1CCS2	0	100	101	102	10	-8	6	4
O=C(Nc1ccccc1-c1nnn(CC(=O)N2CCOCC2)n1)c1ccc(F)cc1	-6	97	98	90	-8	1	3	-7
O=C1C(=O)N(CC2CCCO2)C(c2ccccc2[N+](=O)[O-])/C1=C(/O)c1ccccc1 (stereo unspecified)	46	94	92	106	10	-35	-10	0
COc1ccc(C(CC(=O)N2CCCCC2)c2c(O)cc(OC)cc2OC)cc1 (stereo unspecified)	2	x	x	x	10	-4	1	0
CC1CCCC(C)N1S(=O)(=O)c1ccc(NC(=O)c2ccccc2C(=O)N2CCOCC2)cc1 (stereo unspecified)	-2	98	107	102	14	3	0	7
COc1ccc(C2/C(=C(/O)c3ccc(C)cc3)C(=O)C(=O)N2c2ccccn2)cc1 (stereo unspecified)	0	97	96	95	10	10	-1	8
CCCCCc1cc(=O)[nH]c(=S)[nH]1	0	107	102	102	-5	6	4	-1
O=C1OCCC1Sc1nnc(-c2cccc(Br)c2)o1 (stereo unspecified)	4	103	100	102	3	-1	-2	6
Cn1c(NC(=O)C[n+]2cc(-c3ccc(F)cc3)n3c2CCC3)cc(=O)n(C)c1=O	0	95	116	132	-5	11	-8	1
CN(CCc1ccccn1)C(=O)CCNC(=O)Cn1cnc2ccccc2c1=O	2	99	96	104	11	10	0	0
CN(Cc1ccc(Cl)cc1Cl)C(=O)c1cc(=O)c2ccccc2o1	-7	104	106	107	-3	-8	0	0
COc1ccc(N(C(=O)c2cnccn2)C(C(=O)NC2CCCCC2)c2ccc(Cl)cc2)cc1 (stereo unspecified)	1	101	98	97	-16	-7	-5	-16
CCOC(=O)C(NC(=O)CC)(Nc1sc(C)c(CC)c1C#N)C(F)(F)F (stereo unspecified)	-1	106	106	104	2	0	-1	7
Cc1cc(C)nc(NC(N)=NCCc2c[nH]c3ccccc23)n1	18	98	97	104	-23	7	8	-3
O=S(=O)(Nc1ncccn1)c1ccc(NS(=O)(=O)c2cc(Cl)ccc2Cl)cc1	2	98	97	104	12	-9	-6	8
CN1CCN(CC#CC2(O)CCCCC2)CC1	-1	94	97	100	5	8	0	4
O=C(NCc1ccccn1)c1cccc(S(=O)(=O)N2CCc3ccccc32)c1	5	100	103	96	x	2	-5	x
CCn1nc(C(=O)OC2CCOC2=O)c2ccccc2c1=O (stereo unspecified)	-1	105	107	105	-7	-1	-5	-8
Cc1cccc(C(=O)Nc2cccc(S(=O)(=O)NCc3ccco3)c2)c1	2	100	93	95	6	-1	5	x
Cc1cccc(CN2CCC(CNC(=O)Cn3ncc4c([nH]c5ccccc54)c3=O)CC2)c1	3	99	98	97	1	14	8	-2
SMILES	AHR activator	RPL19A TOR yeast	MEP2 TOR yeast	LAP4-GFP MLPCN	ZTA DNA inh	procasp7 counter	proCasp3 act	EBNA-1 inh
Cc1nn(C2CCS(=O)(=O)C2)c(C)c1CN(C)C(=O)c1ccc(S(=O)(=O)N(C)C)cc1 (stereo unspecified)	1	102	99	106	x	2	2	x
CCN(c1ccc(NC(=O)CN2C(=O)NC3(CCOc4ccccc43)C2=O)cc1)C(C)C (stereo unspecified)	0	100	99	112	-16	-13	0	0
COc1ccc(OC)c(NC(=O)CSc2nnc(-c3ccco3)n2-c2ccccc2)c1	2	99	104	94	-11	7	5	-6
O=C(CN(C(=O)C1COc2ccccc2O1)c1ccccc1)NCC1CCCO1 (stereo unspecified)	4	93	91	89	-6	6	2	-3
Cc1c(C(=O)O)nn(-c2cccc(C(F)(F)F)c2)c(=O)c1C#N	0	105	106	98	-2	-1	12	2
CCn1c(=O)c(C(=O)Nc2ccsc2C(=O)OC)c(O)c2ccccc21	27	97	129	89	-9	0	13	9
CCc1c(O)nc(SCC(=O)N2CCc3cc(OC)c(OC)cc3[C@@H]2C)[nH]c1=O	-1	104	105	106	7	-8	4	0
CCOC(=O)[C@H]1[C@H]2COc3cc(OC)ccc3[C@@H]2N2C(=O)c3ccc(C)cc3NC(=O)[C@@]12C	4	x	x	x	4	-9	-1	-6
CC1CCN(Cc2c(C(=O)N/N=C/c3cccc(Cl)c3)nnn2-c2nonc2N)CC1	-3	100	99	108	-9	-3	-3	10
Cc1nc(N)nc(N/N=C/c2ccccc2)n1	13	u	u	u	-4	1	5	-7
CC(=O)c1c(C(C)=O)c(C)n(NC(=O)c2ccc(Cl)cc2)c1C	-4	103	103	92	9	4	5	0
CCOC(=O)c1sc2nc(C)cc(C)c2c1N	-1	102	104	86	-13	9	-3	2
COc1cccc(/C=C2\SC(=S)N(c3cccnc3)C2=O)c1OC	7	97	95	102	7	-2	-12	4
COc1cc(N=Nc2c(O)c3ccccc3[nH]c2=O)c(OC)cc1N=Nc1ccccc1	15	101	104	98	-6	-6	3	-9
COC(=O)c1ccc(/C=N\n2c(C)nnc2C)cc1	-2	83	88	78	3	5	-2	2
COc1ccc(-c2n[nH]c(=S)n2N)c(OC)c1	3	96	94	98	-8	-37	-17	0
Cc1ccc(S(=O)(=O)NNC(=O)c2ccncc2)cc1	1	101	99	98	5	10	1	-2
COc1ccc(OC)c(NC(=O)CSC2=NCCS2)c1	9	97	92	95	-17	8	-5	-7
CCOC(=O)c1sc(N)c(C(=O)OC)c1C	0	106	99	103	-4	4	2	-2
Cc1ccc(CC(=O)Nc2ccccc2N2CCOCC2)cc1C	1	97	99	104	18	18	-5	6
COc1ccccc1-n1cnc2cc(NCc3cccs3)ccc21	19	95	94	94	13	14	7	-4
Cn1nnc2c(N3CCCCC3)nccc21	6	92	90	95	7	-12	-3	2
O=C1/C(=C/C=C/c2ccco2)SC(=S)N1c1ccc(O)cc1	0	102	101	121	23	-23	-13	22
COc1ccc(NC(=O)c2ccccc2Oc2ccccc2)cc1	2	97	97	83	10	6	0	11
CCCN(Cc1cc2ccccc2[nH]c1=O)C(=O)c1cccc([N+](=O)[O-])c1	3	98	93	112	2	0	6	4
Cc1ccc(CNC(=O)C(=O)NCC2OCCN2C(=O)c2cccs2)cc1 (stereo unspecified)	-4	104	96	88	2	6	13	6

Screens: PubChem BioAssay, several laboratories
